# TCR act: activates T cell receptor signaling; AID 504894; Potency, µM (top dose mostly 9.22 µM), without a hit: at the top dose activation of IL-2 secretion, most hits filed as activators; primary human leukocytes, anti-CD3, IL-2 HTRF, 48 h; 330,000 tested, under 10 active; further: % of control where 0% means no effect
#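 Using a-CD3 beads without co-stimulation, primary human leukocytes were exposed to compounds for 48 hr. An HTRF IL-2 kit measured the cytokine, with europium-to-d2 energy transfer producing emission at 665nm upon 320nm excitation.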
# ELG1 DNA repair: ELG1-dependent DNA repair inhibition; AID 504467; HEK293T ELG1-luciferase reporter, luminescence, 16 h; DNA damage induced by 5-fluorouridine; 2.3% of 330,000 active; Potency, µM (titrated, usually from 46.1 µM), for the others: top-dose activity change, negative = inhibition, most hits filed as inhibitors; further: potency means the concentration at half of the fitted maximal effect; on the % scale 0 is the no-effect control and ±100 the full control effect; nearly all actives have a fitted effect of over 55% in size
#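 Reporter activity after DNA damage by 5-fluorouridine is monitored. Compound-treated cells incubate 16 hr at 37 °C, then ONE-Glo is added for 30 min before luminescence reading.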
# TRPV1 ag: activates the human vanilloid receptor TRPV1; AID 540275; Q8NER1; TRPV1-expressing cells, Fluo-8 calcium influx, agonist mode; activation, % at 8.33 µM; 0.19% of 320,000 active; in the data active means activation above about 80%; inconclusive means between about 30% and that limit; further: 0% is about no effect
# Target sequence (Q8NER1 whole entry, looked up): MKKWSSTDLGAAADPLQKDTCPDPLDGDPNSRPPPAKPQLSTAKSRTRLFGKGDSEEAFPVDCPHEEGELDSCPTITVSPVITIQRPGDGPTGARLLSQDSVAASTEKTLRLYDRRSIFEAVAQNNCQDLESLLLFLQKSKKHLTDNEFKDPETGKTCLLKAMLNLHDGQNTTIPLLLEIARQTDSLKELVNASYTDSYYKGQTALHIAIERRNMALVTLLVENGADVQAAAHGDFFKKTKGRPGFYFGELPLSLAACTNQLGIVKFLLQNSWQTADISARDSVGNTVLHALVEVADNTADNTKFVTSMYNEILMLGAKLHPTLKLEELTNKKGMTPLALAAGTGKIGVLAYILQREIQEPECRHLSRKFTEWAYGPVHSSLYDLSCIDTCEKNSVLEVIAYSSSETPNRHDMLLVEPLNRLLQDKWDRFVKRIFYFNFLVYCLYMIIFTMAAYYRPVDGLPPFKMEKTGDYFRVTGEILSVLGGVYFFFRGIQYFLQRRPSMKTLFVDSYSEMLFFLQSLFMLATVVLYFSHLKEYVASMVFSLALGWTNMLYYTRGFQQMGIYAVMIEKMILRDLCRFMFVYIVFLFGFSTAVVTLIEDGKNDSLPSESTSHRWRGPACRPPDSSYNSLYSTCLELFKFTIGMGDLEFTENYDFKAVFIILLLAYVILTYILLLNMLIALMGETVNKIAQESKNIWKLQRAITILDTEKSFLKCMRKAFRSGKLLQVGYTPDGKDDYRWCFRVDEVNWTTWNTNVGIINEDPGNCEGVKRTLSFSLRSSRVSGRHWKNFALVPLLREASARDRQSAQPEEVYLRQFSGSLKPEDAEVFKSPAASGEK
#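 Cells expressing TRPV1 were dye-loaded with Fluo-8 and read kinetically: 10 s baseline, 3 min after compound (agonist portion), then 2 min after EC20 capsaicin (allosteric enhancer portion). Calcium-bound dye fluorescence at 480/520 nm.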
# MLL CXXC-DNA inh: MLL CXXC-DNA interaction inhibition | Potency, µM (titrated, usually from 115 µM), without a hit: top-dose activity change, negative = inhibition, hits mostly inhibitors | MLL-CXXC / FITC-HOXA9 DNA fluorescence polarization | 0.037% of 290,000 active | Q03164; active means well fitted inhibition curve with a large enough effect in the polarisation, with a control signal flat, not every such curve was filed as active; inconclusive means small, poorly fitted or top-dose-only effect, or effect the other way, or a change in a side signal; inactive means no such curve, though single readings can be large or run the other way; the % refers to the polarisation; further: potency means the concentration at half of the fitted maximal effect
#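 Fluorescence polarization: 7 uM MLL-CXXC (stock) preincubated 5 min with compounds, then 50 nM fluorescein-HOX-A9 DNA (stock) added; 30 min ambient. Buffer 50 mM Tris-HCl pH 7.5, 50 mM NaCl, 1 mM DTT, 0.05% BSA.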
# A-T KAP1 phos: potential ataxia-telangiectasia treatment; […] A-T fibroblasts, KAP-1 phosphorylation AlphaLISA; neocarzinostatin DNA damage 30 min before lysis; Potency, µM (titrated, usually from 57.5 µM), without a hit: at the top dose activation, hits mostly activators; 0.19% of 320,000 active; AID 485349; further: potency means the concentration at half of the fitted maximal effect; % of control where 0% means no effect; nearly all actives have a fitted effect of over 45% in size
#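 ATM-like activity read as KAP-1 phosphorylation via AlphaLISA donor/acceptor antibody pairs after lysis and 6 hr at 25C. Cells were ATM-null patient fibroblasts ([…], hTERT), dosed 60 min, then exposed to the DSB inducer NCS for 30 min.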
# PTAP TSG101 blk: blocks PTAP/TSG101 interaction to inhibit HIV-1 budding. Q99816. Fluorescence polarization, FITC-PTAP peptide / Tsg101 binding. Potency, µM (top dose mostly 115 µM), without a hit: at the highest dose activity change, negative = inhibition, usual class: inhibitors. 340,000 tested, under 10 active; active means well fitted inhibition curve with a large enough effect in the main read-out, with a control signal flat, not every such curve was filed as active; inconclusive means small, poorly fitted or top-dose-only effect, or effect the other way, or a change in a side signal; inactive means no such curve, though single readings can be large or run the other way; further: potency means the concentration at half of the fitted maximal effect; % of control where 0% means no effect
#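 FP read-out: FITC-PTAP peptide, 50 nM final, binding Tsg101 binding domain, 10 uM final; 20 min, r.t.; 10 mM HEPES pH 7.5, 0.15 M NaCl, 0.01% Tween 20, 3 mM EDTA, 0.1 mM TCEP.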
# p53 reactivation: restores transcriptional activity of mutant p53 | H1299 p53-A138V BP100-luciferase reporter, luminescence, 24 h | 0.063% of 320,000 active | Potency, µM (series often up to 92.2 µM), for the others: at the highest dose activity change, positive = activation, actives largely listed as activators; further: potency means the concentration at half of the fitted maximal effect; % of control where 0% means no effect; nearly all actives have a fitted effect of over 45% in size
#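 H1299 (p53-null), stable ts p53-A138V + BP100-Luc; 1000 cells/well, Opti-MEM/10% FBS; cpd 4 pt, 1:5; 24 h, 37 deg C, 5% CO2; detection reagent 10 min RT; luminescence.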
# Integrin act MD: integrin-mediated muscular dystrophy alleviation activation. alpha7betagal myoblasts, beta-gal FDG fluorescence, 48 h. Potency, µM (highest dose often 38.3 µM), for inactives: at the highest dose activation, most hits filed as activators. 0.064% of 350,000 active. AID 624291;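 further: potency means the concentration at half of the fitted maximal effect; 100% = response of the positive control SU9516; nearly all actives have a fitted effect of over 60% in size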
#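 alpha7betagal+/- myoblasts (passage 13, 250/well) treated 48 h at 37C with compounds at 1:260 dilution of DMSO stock. Lysed, then beta-galactosidase activity read as FDG fluorescence (ex 480/em 540) after 30 min, with pre-read for autofluorescence.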
# B2AR arrestin: beta2AR (human) beta-arrestin recruitment activity; P07550; AID 492947; Potency, µM (series often up to 46.1 µM), for inactives: top-dose activation, hits mostly activators; 0.02% of 330,000 active; beta-arrestin recruitment to beta2AR, cell-based reporter;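 further: potency means the concentration at half of the fitted maximal effect; 0% = DMSO controls and full agonism = EC100 isoproterenol or metaproterenol; nearly all actives have a fitted effect of over 65% in size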
# BRCA1 expr up: BRCA1 expression activation | MCF7-BRCA1-FFLuc reporter, luminescence, 48 h; response scale: scaled: vehicle 0%, 10 µM genistein 100% | 1.1% of 380,000 active | AID 624202 | Potency, µM (doses to about 46.1 µM), for the others: top-dose activation, most hits filed as activators; further: potency means the concentration at half of the fitted maximal effect; nearly all actives have a fitted effect of over 80% in size; some results filed as inactive show a strong effect at the top dose
#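 MCF7-BRCA1-FFLuc, 2000 cells/well; 2 h attach, 37 °C/5% CO2; compound 48 h; luciferase substrate 15 min; luminescence end-point. Norm. to genistein 10 microM max activation and DMSO; concentration-response curves fitted.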
# Numbers without * were called inactive; ? = inconclusive; . = no result given; [ ] = remark or other dose. Unless noted, the call rests on the fitted dose curve; in most records, active means well fitted curve in the direction sought with a large enough effect; inconclusive means small, poorly fitted or top-dose-only effect, or another doubt; inactive means no such curve, though single readings can be large; an effect the other way counts as inactive or inconclusive.
SMILES,TCR act,ELG1 DNA repair,TRPV1 ag,MLL CXXC-DNA inh,A-T KAP1 phos,PTAP TSG101 blk,p53 reactivation,Integrin act MD,B2AR arrestin,BRCA1 expr up
O=C(Nc1cccc(S(=O)(=O)NC2=NCCCCC2)c1)c1cc(-c2ccccc2Cl)nc2ccccc12,4%[46.1 µM],23µM*,-7,-7%,0%,-7%,-12%,-30%,0.3%,-41%
O=C(CSc1ccccc1)NCCCN1CCOCC1,-4%,9%,-2,-1%,3%,0%,3%,24%,-0.5%,10%
CN1CCN(C2CCCCC2NS(=O)(=O)c2ccccc2)CC1 (centres undefined),4%,17%,-1,5%,-1%,-8%,10%,0%,0.4%,0%
NC(=O)Cn1c(=O)n(Cc2ccco2)c(=O)c2c3c(sc21)CCCCC3,-8%,7%,1,-4%,-5%,-12%,0%,0%,-0.2%,-22%
OC1(c2ccc3c(c2)OCO3)CCN(Cc2ccccn2)CC1,-1%,20%,-7,-1%,0%,-5%,-5%,27%,0.5%,8%
Cc1ccccc1N(CC(=O)NCC1CCCO1)C(=O)C1(C)CC(=O)N=C2C=CC=CN21 (centres undefined),7%,19%,2,3%,-5%,-9%,7%,-2%,-0.4%,9%
Cc1ccc(N=Nc2ccc(O)c3ncccc23)cc1,-5%[46.1 µM],?,2,4%,-12%,-10%,13%,-29%,-1.9%,-88%
COc1cc([N+](=O)[O-])cc(/C=N/NC(=O)CSc2ccccn2)c1O,-3%,?,0,-12%,-6%,-2%,12%,-27%,-0.6%,-46%
CCOC(=O)c1sc(NC(=O)CC(C)c2ccccc2)nc1C (centres undefined),-2%,?,28,0%,-2%,-2%,-20%,-25%,-0.2%,-28%
Cc1cccc(OCC(=O)NCCNC(=O)c2ccco2)c1,6%,2%,1,8%,0%,2%,2%,-5%,-0.9%,-1%
Cn1c(=O)c2c(n(C)c1=O)=NC1(CCCCC1)ON=2,-3%,8%,0,-5%,-2%,0%,4%,-16%,0.0%,-15%
COc1ccc(OCC(=O)N/N=C/C(C)=C/c2ccco2)c(Br)c1,-2%,9%,1,1%,10%,0%,16%,-35%,0.7%,-36%
N[C@@H](Cc1ccccc1)C(=O)N1CCC(C(=O)N[C@@H](Cc2c[nH]c3ccccc23)C(=O)O)CC1,8%,-4%,2,6%,3%,1%,-6%,3%,-0.2%,-9%
N#C/C(=C\c1ccccn1)c1ccccn1,3%,?,8,-1%,4%,-3%,?,-43%,-0.6%,-38%
O=C(Cn1nnc2ccccc21)OCc1ccccc1,13%,15%,16,3%,1%,0%,2%,1%,-0.1%,-9%
Cc1ccc(OCCn2c(C)c(/C=N/n3cnnc3)c3ccccc32)cc1,-4%,?,-3,-3%,-5%,-7%,-6%,-2%,0.1%,-17%
CCn1cc(C(=O)Nc2ccc(OC)c(S(=O)(=O)N3CCCCC3)c2)c(=O)c2ccc(C)nc21,-1%[46.1 µM],-2%,2,11%,1%,-2%,-6%,28%,-0.6%,-3%
CC(C)NC(=O)CSc1ncccc1-c1nc2ccccc2[nH]1,.,?,0,-3%,0%,-3%,.,-9%,0.3%,0%
Cc1nc(NC(=O)CSc2nc3ccccc3s2)sc1C(=O)N(C)C,1%,-19%,0,-8%,3%,-2%,1%,-11%,-0.4%,-18%
O=[N+]([O-])c1ccc(CNCc2cc(Cl)ccc2O)cc1,0%,?,7,.,7%,0%,15%,30%,3.8%,9%
COc1ccc(/C=N/NC(=O)c2cc(-c3ccccc3)nc3ccccc23)cc1O,0%,-5%,1,?,-7%,-5%,-4%,0%,-0.9%,-21%
CCN(CC(=O)NC(=O)NC1CCCC1)Cc1ccccc1,1%,2%,?,.,-8%,-1%,-4%,27%,0.3%,-2%
CNC(=O)c1nc(C)n(-c2cc(Cl)ccc2Cl)n1,-2%,25%,-6,2%,-4%,-2%,0%,29%,-0.3%,-3%
CC(=NCCc1c(C)[nH]c2ccc(OCc3ccccc3)cc12)C1=C(O)CC(c2ccccc2)CC1=O (centres undefined),1%,?,5,5%,-2%,-3%,5%,-18%,-0.3%,-52%
Cc1ccc(N2C(=O)N(CC(=O)Nc3ccc(C)c(C)c3[N+](=O)[O-])C(=O)C2C)cc1 (centres undefined),0%,-18%,1,4%,0%,1%,-3%,-13%,0.4%,5%
CCSC(=S)c1c(C)[nH]n(-c2ccccc2)c1=O,-1%,?,-1,0%,-6%,-3%,6%,42%,-1.0%,-67%
O=C(CSc1nc2ccccc2c(=O)n1-c1ccccc1)N1CCc2ccccc2C1,-6%[46.1 µM],?,28,?,-2%,-3%,-9%,-2%,0.1%,-52%
CC(C)NC(=O)COc1ccc2c(c1)C(=O)CC(C)(C)O2,-4%,5%,2,0%,0%,-4%,3%,19%,-0.1%,5%
O=C(NCc1cccnc1)Nc1ccc(F)cc1F,7%,.,11,-15%,.,-2%,.,2%,.,30%
O=C(CN(C(=O)c1cccc([N+](=O)[O-])c1)C1CCCCC1)Nc1ccc(Cl)c([N+](=O)[O-])c1,-5%[46.1 µM],-29%,0,5%,-4%,-1%,0%,-9%,-0.7%,-52%
CC(C(=O)Nc1ccc2c(c1)OCO2)c1ccc([N+](=O)[O-])cc1 (centres undefined),2%,?,-10,-1%,-8%,-4%,-1%,23%,-0.6%,-10%
Cc1csc(NC(=O)CCn2c(=O)sc3ccccc32)n1,-7%,?,-6,3%,.,-3%,4%,-30%,0.0%,43%
CCOC(=O)c1c(NC(=O)CSc2nnc(C)c(=O)[nH]2)sc2c1CCC2,7%,-9%,2,-5%,5%,-12%,-6%,34%,-0.3%,-2%
COc1ccc(OC)c2[nH]c(C(=O)N3CCC(C(=O)O)CC3)cc12,-2%,22%,-5,?,6%,-1%,11%,-20%,0.5%,-18%
Cc1ccc(NC(=O)C(C)Sc2nc(-c3ccccc3)cc(=O)[nH]2)cc1 (centres undefined),-4%,4%,-2,-1%,3%,-9%,1%,-19%,0.2%,6%
CCCCCCN(C(=O)CCCCCN1C(=O)NC(c2ccc(-c3ccccc3)cc2)C(C(=O)OCc2ccccc2)=C1C)C(C(=O)NCCCC)c1ccc(OCC(=O)OC)cc1 (centres undefined),.,22%,0,2%,-1%,.,-11%,.,-1.9%,.
COc1cccc(CN2CCN(C(=O)c3cccc4ccccc34)CC2)c1OC,2%,?,-2,-1%,4%,1%,-5%,21%,-0.2%,-38%
COc1ccc(C2NC(=S)N3C(c4ccc(OC)cc4)NC(=S)N23)cc1 (centres undefined),3%,?,-1,-10%,0%,-1%,1%,2%,0.2%,24%
COc1ccc(COCC(O)CN2CCCC(C(F)(F)F)C2)cc1 (centres undefined),.,16%,4,-6%,1%,.,5%,.,-0.4%,.
Cc1ccc(C)c(NC(=S)NC(=O)c2cncc(Br)c2)c1,-4%,.,.,.,.,-4%,.,-20%,.,-16%

# Just TCR act, for 2 of the compounds above:
SMILES	TCR act
CCN(CC(=O)NC(=O)NC1CCCC1)Cc1ccccc1	1%
CNC(=O)c1nc(C)n(-c2cc(Cl)ccc2Cl)n1	-2%

# Further structures
SMILES,TCR act,ELG1 DNA repair,TRPV1 ag,MLL CXXC-DNA inh,A-T KAP1 phos,PTAP TSG101 blk,p53 reactivation,Integrin act MD,B2AR arrestin,BRCA1 expr up
O=C(CN1C(=O)NC2(CCCCC2)C1=O)NNC(=O)C1CC1,10%,11%,0,.,-2%,-18%,-3%,20%,-0.2%,12%
Cc1ccc(C)c(SCC(=O)NC(=O)Nc2ccc3c(c2)OCCO3)c1,-4%[46.1 µM],8%,-1,-2%,2%,1%,-7%,10%,0.7%,1%
CCc1cc2c(Nc3ccc(O)cc3)nc(C)nc2s1,-4%,-10%,23,-12%,-1%,-6%,-41%[inhibitor],2%,0.4%,-67%
O=C(CN1C(=O)C(=O)c2ccccc21)NCCc1ccccc1,-1%,24%,-9,-6%,-1%,-9%,2%,-18%,0.1%,1%
O=C(c1ccccc1Oc1ccc(C(F)(F)F)cc1[N+](=O)[O-])N1CCOCC1,-3%[46.1 µM],10%,4,1%,2%,0%,-8%,20%,2.5%,2%
COc1ccc(C2(C(=O)NC(C)C)CCCC2)cc1OC,-2%,14%,-3,7%,-2%,-4%,-4%,7%,-0.1%,-9%
CCCOc1ccc(C(C)=O)cc1CC(C(N)=O)C(N)=O,0%,-2%,-5,0%,3%,-6%,1%,-6%,-0.1%,-15%
O=C(Nc1nc(-c2ccccn2)cs1)c1ccc(S(=O)(=O)N2CCCCC2)cc1,.,0.65µM*,-3,6%,-7%,.,14%,.,-0.8%,.
CCOC(=O)C1CCN(S(=O)(=O)c2ccc3c(c2)CCN3C(=O)C2CCC2)CC1,-4%,?,0,2%,18%,-4%,2%,-23%,0.2%,1%
COc1ccc([C@H]2CC(=O)C=C(c3cc(C(F)(F)F)cc(C(F)(F)F)c3)C2)cc1,-7%,26%,10,.,2%,-6%,6%,-3%,0.2%,-12%

# High-throughput results from PubChem.
